ATG4B inhibitor: ATG4B protease inhibitors, primary screen, biochemical, fluorescence, uHTS | ATG4B cleavage of LC3-PLA2, NBD-HPC fluorescence, 1 h | Cysteine protease ATG4B (Homo sapiens), Q9Y4P1 | inhibition, % at 8.33 µM | 340,000 tested, 0.51% active; in the data active = inhibition above about 40%
APJ agonist: agonists of human apelin receptor APJ, primary screen, CHO-K1 cells, PathHunter beta-arrestin, luminescence; 0% DMSO wells, 100% apelin; activation, % at 20 µM; 330,000 tested, 0.11% active; P35414;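 active = activation more than six SD over the plate average, tested at 20 µM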;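 also: 0% = DMSO alone and 100% = apelin-13 at 10 nM; some results filed as inactive read as strong as hits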
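Test system: CHO-K1 APJ beta-arrestin complementation cell line | Compound: Single test compound dose, 20 µM final, 1% DMSO | Incubation: Compound 90 min 25 °C, reagent 1 h | Measured by: beta-gal luminescence | Read-out basis: APJ–arrestin association signal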
EBI2 block: EBI2 receptor antagonists, beta-arrestin recruitment, primary screen, cell-based, luminescence, 7a,25-OHC stimulation, uHTS; AID 651636, 2012; 360,000 tested, 0.81% active; inhibition, % at 5 µM; 7a,25-OHC stimulated; in the data active = inhibition above about 38%;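 also: enzyme fragment complementation signal reports receptor beta-arrestin coupling in cells; 0% = agonist plus DMSO wells and 100% = wells without agonist; some results beyond the cut were filed as inactive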
APJ antag: antagonists of human apelin receptor APJ, primary screen, CHO-K1 cells, beta-arrestin complementation, luminescence; inhibition, % at 20 µM; AID 2521, 2010; P35414; 330,000 tested, 0.32% active;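 active = inhibition above about 40% at 20 µM, limit read from the data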;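 also: cells challenged with 10 nM apelin-13 agonist together with compound; plate controls were apelin-13 plus DMSO wells for no effect and DMSO wells lacking apelin-13 for full effect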
CXCR6 block: CXCR6 receptor inhibitors, primary screen, cell-based, beta-arrestin, luminescence, CHO-K1 PathHunter, 1536-well; C-X-C chemokine receptor type 6 (Homo sapiens), O00574; inhibition, % at 20 µM; 360,000 tested, 0.36% active; in the data active = inhibition above about 34%, passing the limit was not always enough;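 also: antagonist mode with CXCL16 agonist at 10 nM final; 0% = 10 nM CXCL16 with DMSO and 100% = unstimulated wells without agonist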
Target sequence (O00574 whole entry, looked up): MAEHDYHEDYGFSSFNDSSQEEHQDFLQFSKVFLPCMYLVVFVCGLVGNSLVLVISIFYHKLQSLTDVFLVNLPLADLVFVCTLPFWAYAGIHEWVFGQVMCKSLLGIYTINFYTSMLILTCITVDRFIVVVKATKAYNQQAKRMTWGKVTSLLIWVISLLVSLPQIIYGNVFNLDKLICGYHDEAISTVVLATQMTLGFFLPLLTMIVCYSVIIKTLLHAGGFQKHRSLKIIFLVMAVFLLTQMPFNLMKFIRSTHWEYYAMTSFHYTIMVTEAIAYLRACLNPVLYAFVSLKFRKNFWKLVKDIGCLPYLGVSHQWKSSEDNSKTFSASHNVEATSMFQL
CCR6 antagonist: CCR6 receptor antagonists, primary screen, cell-based, CHO-K1, luminescence, beta-arrestin, uHTS; C-C chemokine receptor type 6 (Homo sapiens), P51684; CHO-K1 CCR6 PathHunter beta-arrestin, CCL20-stimulated; inhibition, % at 20 µM; 340,000 tested, 0.49% active; AID 493098, 2011;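 active = compounds whose inhibition of the agonist-driven luminescence signal at 20 µM reaches about 50%, limit read from the data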;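 also: cells stimulated with CCL20 at 14 nM final; plate controls were DMSO with CCL20 for no effect and DMSO without agonist for full effect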
Target sequence (P51684 whole entry, looked up): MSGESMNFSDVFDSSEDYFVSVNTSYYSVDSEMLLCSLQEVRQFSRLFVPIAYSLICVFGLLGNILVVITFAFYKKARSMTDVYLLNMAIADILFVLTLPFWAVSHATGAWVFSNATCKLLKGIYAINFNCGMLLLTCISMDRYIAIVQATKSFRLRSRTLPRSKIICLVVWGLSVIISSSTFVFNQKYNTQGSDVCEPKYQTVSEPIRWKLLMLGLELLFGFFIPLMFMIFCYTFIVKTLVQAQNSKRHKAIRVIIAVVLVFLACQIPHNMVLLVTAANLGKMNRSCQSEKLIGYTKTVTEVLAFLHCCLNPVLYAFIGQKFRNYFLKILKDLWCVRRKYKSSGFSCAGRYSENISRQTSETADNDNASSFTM
Gli-Sufu block: Gli-Sufu pathway antagonists, primary screen, luciferase luminescence, Sufu-KO-LIGHT cells, uHTS; Sufu-KO-LIGHT fibroblasts, Gli luciferase reporter luminescence; inhibition, % at 5 µM; 340,000 tested, 0.74% active; AID 588413, 2011;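 active = inhibition above about 55%, limit read from the data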;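 also: 0% = DMSO-treated cells and 100% = wells with medium but no cells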
UBC13 inh: UBC13 polyubiquitin chain formation inhibitors, primary screen, biochemical, TR-FRET, uHTS | Ubiquitin-conjugating enzyme E2 N (Homo sapiens), P61088 | 330,000 tested, 0.47% active | AID 485273, 2010 | inhibition, % at 20 µM; in the data active = inhibition above about 45%, passing the limit was not always enough; inconclusive = no clear call, values can overlap the other calls
Target sequence (P61088 whole entry, looked up): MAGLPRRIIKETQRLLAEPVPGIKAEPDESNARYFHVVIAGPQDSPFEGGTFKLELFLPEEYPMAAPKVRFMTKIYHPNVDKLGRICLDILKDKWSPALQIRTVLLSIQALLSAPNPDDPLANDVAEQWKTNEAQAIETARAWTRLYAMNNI
* marks the source's active call; other numbers are inactive results; ? = inconclusive; . = not tested or not shown.

SMILES	ATG4B inhibitor	APJ agonist	EBI2 block	APJ antag	CXCR6 block	CCR6 antagonist	Gli-Sufu block	UBC13 inh
Cc1cccc(C)c1NC(=O)C(NC=O)c1ccc(N(C)C)cc1 (stereo unspecified)	-1	-3	-14	3	10	-8	-2	0
COC(=O)c1ccc2c(=O)n(CCO)c(=S)[nH]c2c1	-5	-5	-1	11	3	0	-21	-1
CCN(CC(=O)NCc1ccc(Cl)cc1)C(=O)CSCC(=O)Nc1ccc(OC)cc1	-6	5	4	28	-2	-3	3	18
COc1cc(-n2nc(C)c3c2OC(N)=C(C#N)C3c2ccccc2)c(Cl)c(Br)c1O (stereo unspecified)	19	-7	7	34	22	70*	2	-52
CC(NC(=O)C12CC3CC(C)(CC(C)(C3)C1)C2)c1ccncc1 (stereo unspecified)	-5	-1	0	-26	-5	7	15	-6
CC(=O)c1cccc(NC(=O)C(OC(=O)/C=C/c2ccc3c(c2)OCO3)c2ccccc2)c1 (stereo unspecified)	-12	-3	33	-1	-3	4	-7	-25
Cc1cc(-n2c(SCC(=O)NCc3cccs3)nc3n[nH]c(C)c3c2=N)ccc1Cl	1	-2	23	-7	5	-9	15	23
CCCOc1ccccc1C(=O)N1CCNC(=O)C1CC(=O)OC(C)C (stereo unspecified)	-6	0	-3	5	8	0	-22	-13
Oc1csc(Cc2nc(-c3ccccc3F)cs2)n1	-2	-5	6	6	27	38	-27	1
Cc1nnc(SCC(=O)NCC2CCCO2)n1-c1ccccc1 (stereo unspecified)	5	4	-12	9	4	1	1	1

The last 2 entries of the part above lead into the next:
SMILES	ATG4B inhibitor	APJ agonist	EBI2 block	APJ antag	CXCR6 block	CCR6 antagonist	Gli-Sufu block	UBC13 inh
Oc1csc(Cc2nc(-c3ccccc3F)cs2)n1	-2	-5	6	6	27	38	-27	1
Cc1nnc(SCC(=O)NCC2CCCO2)n1-c1ccccc1 (stereo unspecified)	5	4	-12	9	4	1	1	1
O=C(NNC1=NCCC1)c1cccc(S(=O)(=O)N2CCCCC2)c1	3	0	-5	-4	7	10	0	-14
COc1ccccc1NS(=O)(=O)c1ccc(S(=O)(=O)N2CCOCC2)cc1	1	-6	-13	-5	-6	0	8	-5
COc1ccc(CCN2CCCC(CN(C)Cc3cccc(OC)c3)C2)cc1 (stereo unspecified)	-1	-2	-3	11	5	22	30	4
CCOc1ccc(NC(=O)CSc2nnc(C)n2CC2CCCO2)cc1 (stereo unspecified)	7	3	-3	4	0	11	-4	-9
Cn1ncc([N+](=O)[O-])c1C(=O)Nc1ccc(-c2nc3ccccc3[nH]2)cc1	-11	9	3	-7	-10	-9	-19	-8
COC(=O)c1ccc(Cn2nnc3ccccc32)cc1	4	-1	5	9	-2	-1	-1	4
Cc1cc(C(=O)N/N=C/c2cccc(OC(=O)c3ccco3)c2)n[nH]1	2	-2	-12	11	2	7	-7	-7
CCOC(=O)[C@@H]1[C@H]2COc3ccccc3[C@H]2N2C(=O)N(c3ccc(C(F)(F)F)cc3)C(=O)[C@]12C	-6	-1	13	-6	6	4	-2	-10
COc1ccc(C)c2sc(=NC(=O)c3cccc(N4C(=O)CCC4=O)c3)n(C)c12	-4	4	-14	-17	-3	25	-3	37
CC(=O)Nc1ccc(NC(=O)CSc2ccc3nnc(-c4ccccn4)n3n2)cc1	-5	0	-10	3	-11	-12	7	-2
O=C(CN1CCC(n2nnc3cc(F)ccc32)CC1)Nc1ccccc1N1CCOCC1	8	1	17	6	6	11	15	3
COCCCNC(=O)Cn1c(=O)n(CC(=O)NCCc2ccc(OC)c(OC)c2)c(=O)c2sccc21	6	0	-2	1	-4	0	11	-2
COc1c(C)cccc1C(=O)Nc1ccc(OCC(=O)N2CCOCC2)cc1C	1	-4	4	4	-2	2	-10	8
CCOc1cccc(C2C(C#N)=C(N)Oc3cc(C)[nH]c(=O)c32)c1OCC (stereo unspecified)	-14	-2	0	-13	13	0	11	6
Cc1cc(=O)oc2cc(OCC(=O)NCc3cccnc3)ccc12	-7	-1	-2	-3	6	0	9	3
CNC(=S)N/N=C/C1=CCC2CC1C2(C)C (stereo unspecified)	-8	-2	6	4	3	17	.	9
CC(NC(=O)/C=C/c1ccccc1[N+](=O)[O-])C1CC2CCC1C2 (stereo unspecified)	4	-5	5	-4	-7	3	14	1
Cc1ccccc1CNC(=O)C1CCC(=O)N(CC2CCCCC2)C1 (stereo unspecified)	-1	0	-3	-10	-3	-13	2	-4
Cc1ccc(NC(=O)c2cc(NC(=O)CCCC(=O)O)ccc2Cl)cc1Cl	2	-2	-2	-12	-3	6	-2	-12
COc1ccc(-n2c(=S)[nH]c3c(oc4ccccc43)c2=O)cc1	-7	-3	12	7	-9	-3	-8	?

Full records from above. Order of values: ATG4B inhibitor	APJ agonist	EBI2 block	APJ antag	CXCR6 block	CCR6 antagonist	Gli-Sufu block	UBC13 inh
Profile of COc1ccc(-n2c(=S)[nH]c3c(oc4ccccc43)c2=O)cc1 : -7	-3	12	7	-9	-3	-8	?
Profile of COc1c(C)cccc1C(=O)Nc1ccc(OCC(=O)N2CCOCC2)cc1C : 1	-4	4	4	-2	2	-10	8
Profile of CC(NC(=O)/C=C/c1ccccc1[N+](=O)[O-])C1CC2CCC1C2 (stereo unspecified) : 4	-5	5	-4	-7	3	14	1
Profile of COCCCNC(=O)Cn1c(=O)n(CC(=O)NCCc2ccc(OC)c(OC)c2)c(=O)c2sccc21 : 6	0	-2	1	-4	0	11	-2
Profile of Cc1ccccc1CNC(=O)C1CCC(=O)N(CC2CCCCC2)C1 (stereo unspecified) : -1	0	-3	-10	-3	-13	2	-4

Further compounds follow:
SMILES	ATG4B inhibitor	APJ agonist	EBI2 block	APJ antag	CXCR6 block	CCR6 antagonist	Gli-Sufu block	UBC13 inh
CCOC(=O)CC(NC(=O)Cc1ccccc1)c1ccccc1Cl (stereo unspecified)	0	1	-1	1	13	-6	0	-5
CN1CCCN(C(=O)c2ccccc2Cl)CC1	3	0	-2	4	-5	18	4	5
CC1CCC2(CC1)N=C(N)Nc1nc3ccccc3n12 (stereo unspecified)	-5	-4	-4	13	0	33	27	8
CC(C)C(NC(=O)C(NC(=O)C1O[C@@H]2OC(C)(C)O[C@@H]2[C@H]2OC(C)(C)O[C@@H]12)C(C)C)C(=O)O (stereo partly specified)	-2	-1	9	-22	-1	18	-11	-4
Cc1c(Cl)cccc1NC(=S)N(C)CCC#N	-1	-4	-6	-6	7	1	2	0
CCCCCCn1c(CN2CCCCC2CC)nc2c1c(=O)n(C)c(=O)n2C (stereo unspecified)	4	-1	11	11	0	19	8	14
COc1ccc(C2CC(=O)N3CN(c4ccc(C)c(Cl)c4)CSC3=C2C#N)cc1 (stereo unspecified)	0	7	13	-10	5	26	-15	-17
Cc1nc2ccc(NC(=O)Cc3ccsc3)cc2s1	-1	0	6	6	6	10	14	-9
COc1ccc(OC)c(-c2nnc(-c3ccc(C)o3)o2)c1	-12	-3	2	9	11	20	1	8
O=C(NCCCn1ccnc1)Nc1ccc2c(c1)OCO2	6	0	3	-5	-8	6	-17	3

Sorted by SMILES length (largest number first): some entries from above.
SMILES	ATG4B inhibitor	APJ agonist	EBI2 block	APJ antag	CXCR6 block	CCR6 antagonist	Gli-Sufu block	UBC13 inh
COc1ccc(C2CC(=O)N3CN(c4ccc(C)c(Cl)c4)CSC3=C2C#N)cc1 (stereo unspecified)	0	7	13	-10	5	26	-15	-17
CCOC(=O)CC(NC(=O)Cc1ccccc1)c1ccccc1Cl (stereo unspecified)	0	1	-1	1	13	-6	0	-5
O=C(NCCCn1ccnc1)Nc1ccc2c(c1)OCO2	6	0	3	-5	-8	6	-17	3
Cc1nc2ccc(NC(=O)Cc3ccsc3)cc2s1	-1	0	6	6	6	10	14	-9
Cc1c(Cl)cccc1NC(=S)N(C)CCC#N	-1	-4	-6	-6	7	1	2	0

Later entries.
SMILES	ATG4B inhibitor	APJ agonist	EBI2 block	APJ antag	CXCR6 block	CCR6 antagonist	Gli-Sufu block	UBC13 inh
CCN(CCC(=O)Nc1cc([N+](=O)[O-])ccc1OC)Cc1ccccc1	2	-3	4	-30	0	3	-17	-1
O=C(CSc1nnc(NC(=O)c2cccc(F)c2)s1)NC1CCCC1	-3	-2	-14	17	-14	4	-26	12
CSc1nc(-c2ccco2)nn1S(=O)(=O)c1ccc(C)cc1	-2	-1	-3	-38	0	0	0	-3
O=C(CCN1CCN(c2ccccc2)CC1)NNC(=O)Cc1ccc(Br)cc1	3	-7	-6	-7	9	18	-2	1
CN1C(=O)c2ccc(NC(=O)c3ccc(Cl)cc3Cl)cc2C1=O	-3	0	3	13	-16	-6	-20	11
CC(C)NC(=O)NC(=O)COC(=O)C1(C)CC1(Cl)Cl (stereo unspecified)	1	-1	7	-7	1	4	-1	1
CCN(CC(=O)NC(c1ccccc1)c1ccccc1)Cc1nc2ccccc2c(=O)[nH]1	-12	-5	8	21	3	19	-2	2
CNc1ccccc1-n1ccc(-c2ccccc2)n1	-2	0	1	0	2	8	-13	8
CCN1C(=O)S/C(=C\c2ccc(N3CCOCC3)cc2C)C1=O	2	-4	3	3	0	6	-39	-10
O=C(CCCC(=O)N(CC(=O)NC1CCCC1)Cc1ccc2c(c1)OCO2)Nc1ccccn1	-2	-1	-1	-37	-3	-8	15	-12
Nc1ncc([N+](=O)[O-])c(Oc2ccccc2F)n1	-5	-1	-44	-38	-14	2	3	0
CC(C)CNS(=O)(=O)c1ccc(C(=O)Nc2ccc3c(c2)OCCO3)cc1	-16	0	18	3	2	6	-2	-15
Cc1c(C)c2ccc(OCC(=O)NCCCN3CCCC3=O)cc2oc1=O	1	-5	-6	25	1	-1	4	6
COc1ccc(NC(=O)c2ccc(-n3nc(C)cc3C)cc2)cc1OC	3	1	0	-3	-7	-13	-5	-3
O=C(Nc1ccncc1)c1ccc(S(=O)(=O)Nc2ccccc2)cc1	-12	1	0	-1	1	4	8	-3
Cc1[nH]c2ccccc2c1/C=C(\C#N)S(=O)(=O)c1ccccc1	-7	-2	15	12	-4	-1	5	-5
CCOc1ccc(Nc2ccc([N+](=O)[O-])c3nonc23)cc1	4	-10	15	52*	59*	56*	-25	-465
Cc1ccc(C2SCC(=O)N2Cc2cn3ccsc3n2)o1 (stereo unspecified)	3	7	-6	7	3	-6	-1	-8
Cc1nc(Nc2ccccc2)sc1C	-2	-4	-8	25	-5	11	5	-4
CC(=O)N/N=C(\N)c1nonc1N	-3	-6	9	9	2	-5	0	-5
CC(=O)c1ccc(NC(=O)C(C)N(C)CC(=O)Nc2ccc(N3CCOCC3)cc2)cc1 (stereo unspecified)	-7	-2	-3	2	-3	-1	1	0
CC1(C)CC(=O)C=C(c2cc3ccccc3s2)C1	4	-6	8	17	-3	16	-26	1

Compound activity deposited in PubChem by Sanford-Burnham Center for Chemical Genomics.
